CHRM5 PAM: positive allosteric modulators of human muscarinic M5 receptor; P08912; CHO-K1 hM5, Fluo-8 calcium, ACh EC20 PAM; 0% = ACh EC20, 100% = ACh EC100; activation, % at 3 µM; actives 0.3% (n = 360,000);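 active = activation above the run cutoff, the mean activation of all test compounds plus 3 SD, cut at about 18% in these data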
Target sequence (P08912 whole entry, looked up): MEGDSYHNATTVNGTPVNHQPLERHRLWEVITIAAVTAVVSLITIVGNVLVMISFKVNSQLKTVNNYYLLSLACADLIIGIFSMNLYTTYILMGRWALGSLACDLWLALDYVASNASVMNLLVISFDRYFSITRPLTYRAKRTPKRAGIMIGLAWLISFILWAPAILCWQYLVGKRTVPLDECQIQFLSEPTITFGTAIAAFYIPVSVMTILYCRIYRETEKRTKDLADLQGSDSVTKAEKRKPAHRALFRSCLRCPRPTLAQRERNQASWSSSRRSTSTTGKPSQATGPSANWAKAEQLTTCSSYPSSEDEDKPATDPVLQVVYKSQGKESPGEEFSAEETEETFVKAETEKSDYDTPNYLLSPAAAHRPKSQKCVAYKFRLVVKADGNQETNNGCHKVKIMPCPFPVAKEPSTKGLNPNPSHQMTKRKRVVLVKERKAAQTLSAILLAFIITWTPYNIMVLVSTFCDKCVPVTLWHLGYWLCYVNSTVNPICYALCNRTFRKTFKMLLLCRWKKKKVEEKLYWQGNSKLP
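Probe or stimulus: acetylcholine, EC20 level; Assay system: human M5 receptor in CHO-K1 cells; Schedule: compound preincubation 140 s before EC20 acetylcholine addition; Technique: intracellular calcium via Fluo-8 fluorescence; Dosing: single-point, 3 µM nominal; Read-out basis: percent activation from peak-over-basal fluorescence ratio, scaled EC20-to-EC100 acetylcholine; Repeats: one well per compound, no replicates.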
CHO-K1 Ca PAM: nonselective activator or artifact in parental CHO-K1 calcium assay; ATP EC20, Fluo-8 calcium fluorescence; 0% at ATP EC20, 100% at ATP max; activation, % at 3 µM; actives 0.02% (n = 360,000); AID 602247;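 active = activation above the run cutoff, the mean activation of all test compounds plus 3 SD, cut at about 40% in these data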;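 note: peak over basal fluorescence ratio in a 140 s read after ATP addition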
TAAR1 agonist: human TAAR1 agonism | Q96RJ0 | CHO RD-HGA16 TAAR1, Fluo-8 calcium fluorescence; vehicle wells 0%, saturating PEA agonist 100% | activation, % at 3 µM | actives 0.99% (n = 360,000);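 active = activation above the mean activation of all test compounds in the run plus 3 SD, cut at about 38% in these data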
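System: CHO-derived RD-HGA16 cells with stable Gα16 and human TAAR1. Times: 17-24 h plating, Fluo-8 75 min 37 °C, 30 min RT. Measured by: calcium-sensitive Fluo-8 signal, excitation 470-495, emission 515-575 nm. Read-out basis: % activation relative to PEA EC100 response. Control set: DMSO and PEA EC100. Repeats: no replicates (n 1).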
CHRM5 antagonist: blocks acetylcholine activation of human M5 receptor | P08912 | AID 624040 | actives 0.59% (n = 360,000) | inhibition, % at 3 µM | CHO-hM5 cells, Fluo-8 calcium fluorescence, ACh EC80;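 active = inhibition above a per-plate cutoff, the mean of that plate's test compounds plus 3 SD, cut at about 27% in these data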;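 note: 0% = acetylcholine EC80 with DMSO and 100% = DMSO without agonist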
CHRM4 PAM: CHRM4 positive allosteric modulation | P08173 | CHO-K1 hM4/Gqi5, Fluo-8 calcium fluorescence, ACh EC20; 0% = ACh EC20, 100% = maximal ACh | activation, % at 3 µM | actives 0.4% (n = 360,000);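 active = activation above its plate's cutoff, the mean activation of sample wells plus 3 SD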; note: some results filed as inactive read as strong as hits
Target sequence (P08173 whole entry, looked up): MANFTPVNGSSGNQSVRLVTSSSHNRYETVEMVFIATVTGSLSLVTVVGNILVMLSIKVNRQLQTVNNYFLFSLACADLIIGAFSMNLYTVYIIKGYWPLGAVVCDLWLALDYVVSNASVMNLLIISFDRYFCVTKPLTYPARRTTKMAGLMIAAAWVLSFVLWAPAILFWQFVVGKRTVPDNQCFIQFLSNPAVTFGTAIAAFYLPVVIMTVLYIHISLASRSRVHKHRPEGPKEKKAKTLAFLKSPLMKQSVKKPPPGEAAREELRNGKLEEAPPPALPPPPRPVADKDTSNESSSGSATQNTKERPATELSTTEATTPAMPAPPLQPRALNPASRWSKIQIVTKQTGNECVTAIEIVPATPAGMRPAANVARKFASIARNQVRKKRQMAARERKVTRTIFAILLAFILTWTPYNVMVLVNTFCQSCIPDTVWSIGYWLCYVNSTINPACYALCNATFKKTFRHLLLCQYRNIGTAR
CRFR2-BP antag: antagonists of CRF-binding protein/CRF-R2 receptor complex. inhibition, % at 11.8 µM. HEK293 CRF-R2/CRF-BP, CRF-induced calcium fluorescence. actives 0.59% (n = 350,000);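 active = inhibition of the ligand-induced calcium signal above about 50% at the single tested concentration, limit read from the data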
M5 ag: CHRM5 agonism in calcium assay | CHO-K1 hM5 cells, Fluo-8 calcium fluorescence; 0% DMSO wells, 100% maximal acetylcholine response | activation, % at 3 µM | P08912 | actives 0.19% (n = 360,000);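 active = activation above the run's mean over test compounds plus 3 SD, cut at about 23% in these data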;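 note: signal is peak over basal fluorescence ratio across the kinetic read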
CRFR2-BP ag: agonists of human CRF-binding protein/CRF-R2 receptor complex | AID 588473 | activation, % at 13.2 µM | actives 0.46% (n = 350,000) | HEK293 CRF-R2/CRF-BP, calcium dye fluorescence (FLIPR); percent of saturating CRF peptide response;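 active = activation of at least 50%, plus an integration ratio under a set limit after plate pattern correction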;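 note: plate controls were neutral control wells without compound for no effect and CRF at EC100 for full effect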
TAAR1 antag: human TAAR1 antagonism; Q96RJ0; CHO RD-HGA16 TAAR1, Fluo-8 calcium fluorescence, antagonist; inhibition, % at 3 µM; actives 1.5% (n = 360,000);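 active = inhibition above a per-plate cutoff, the mean inhibition of test compounds on that plate plus 3 SD, cut at about 49% in these data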;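 note: 0% = DMSO plus EC80 beta-PEA response and 100% = DMSO alone without agonist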
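Test system: CHO RD-HGA16 cells bearing hTAAR1 | Reagent: β-PEA, EC80 | Compound dosing: 3 µM, single point | Schedule: Dye loading 75 min at 37 °C, then 30 min room temperature | Signal: Calcium fluorescence with Fluo-8 | Evaluation: Percent inhibition of PEA-evoked calcium signal, max/basal emission ratio | Control set: DMSO-only wells and EC80 β-PEA-stimulated wells | Repeats: Singlicate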
Active calls of the source: *; · = not tested or not shown.

SMILES	CHRM5 PAM	CHO-K1 Ca PAM	TAAR1 agonist	CHRM5 antagonist	CHRM4 PAM	CRFR2-BP antag	M5 ag	CRFR2-BP ag	TAAR1 antag
O=C(COc1ccccc1[N+](=O)[O-])N/N=C/c1cccc(OC(=O)c2ccc3c(c2)OCO3)c1	-2.5	18.7	5.8	4.0	-0.3	13.7	1.1	-1.1	32.6
COc1cc(C(=O)NCC(=O)NCCN2C(=O)S/C(=C\c3ccccc3Cl)C2=O)cc(OC)c1OC	-9.2	7.1	2.3	5.0	-2.3	-5.8	-0.6	-3.3	9.5
Cc1cc(C(=O)Nc2cccc(C(=O)O)c2)c(C)o1	2.1	-11.5	6.3	-3.5	-1.9	-3.0	1.6	-1.4	14.4
O=C(Nc1cc(C(F)(F)F)ccc1Cl)c1cccnc1	9.2	16.6	-0.4	-7.2	2.6	-63.6	2.1	105.9*	-12.1
Nc1cc(N)nc(SCC(=O)NC(=O)NC2CCCC2)n1	8.2	15.8	4.6	6.2	12.1	-5.3	2.1	1.2	-19.5
Cc1ccc(N2C(=O)CS(=O)(=O)CC2=O)cc1	0.8	15.6	0.0	12.1	1.0	12.8	0.7	-3.2	3.9
COCCNC(=O)C1(C)CCCN(Cc2ccc(-c3ccccn3)cc2)C1 (stereo not given)	2.2	11.6	6.3	0.4	-4.3	·	0.3	·	-11.5
O=C(Nc1ccc(F)c(F)c1)c1ccc(-n2cncn2)c([N+](=O)[O-])c1	-9.4	-2.7	13.1	6.1	2.2	3.7	8.1	-0.1	19.6
COc1ccc(C(=O)N2CCCC2)cc1S(=O)(=O)N1CCOCC1	2.9	18.0	11.6	0.3	9.3	-17.1	2.1	1.2	3.9
COc1ccc(CCN2CC(O)=C(c3nc4ccccc4c(=O)[nH]3)C2=N)cc1OC	-0.6	-8.2	4.0	-2.4	1.2	2.2	2.0	-1.7	29.7
CC1=C(C)C(=O)OC(C(C)C2CCC3C4CC=C5CC(OC6OC(COC7OC(CO)C(O)C(O)C7O)C(O)C(O)C6O)CC(O)C5(C)C4CCC23C)C1 (stereo not given)	-1.6	22.0	0.5	3.2	7.0	6.0	0.2	-0.8	-13.7
COc1ccc(NC(=O)CCCCCN2C(=O)c3cccc([N+](=O)[O-])c3C2=O)c(OC)c1	-6.2	14.1	2.5	-1.4	2.5	1.7	1.0	-0.4	-14.7
CCCCCCNC(=O)c1c(O)c2ccccc2[nH]c1=O	2.5	16.3	-0.7	-12.5	17.2	-48.7	-2.8	14.1	6.3
C=CCN1C2CCCC1CC(NC(=O)Nc1cccc(C(C)=O)c1)C2 (stereo not given)	1.6	3.7	0.8	-0.7	1.1	-1.0	-3.3	0.6	-12.4
CCOC(=O)Cn1nnnc1C(CC)N(Cc1ccccc1)Cc1cc2cc(C)ccc2[nH]c1=O (stereo not given)	-1.0	-6.2	15.8	2.8	1.9	12.4	-3.0	2.0	12.6
Cn1cc(C(=O)C(=O)NCCc2ccccc2)c2ccccc21	0.7	11.1	13.5	-1.2	-1.9	-9.4	0.4	0.5	-4.2
Cc1cc(C(=O)COC(=O)CNC(=O)c2ccc(F)cc2)c(C)n1Cc1ccco1	1.6	-0.7	-1.3	-0.5	4.3	0.5	-2.0	2.1	0.1
COc1cc(C2c3[nH]c4ccccc4c3C[C@H]3C(=O)N(C4CC4)CC(=O)N23)ccc1OC(C)C (stereo not given in full)	-3.4	14.6	4.6	10.9	-0.5	-28.4	6.2	0.2	-5.8
CC1CCN(CCCN2C(=O)C3C(C(=O)Nc4ccc(Cl)cc4)C4C=CC3(O4)C2C(=O)NC2CCCCC2)CC1 (stereo not given)	-2.7	-13.5	-1.8	14.9	-4.1	0.9	-2.1	-0.6	-8.7
C=CCOc1ccc(/C=C(\C#N)C(=O)Nc2ccccn2)cc1	-5.0	4.8	0.7	16.2	6.0	-22.1	-6.4	1.5	-7.9
Cc1cc(C)n2nc(S(=O)(=O)NC3CCCCC3)nc2n1	1.1	17.3	0.6	-3.5	-4.7	-6.8	1.5	-1.0	1.9
Cc1ccc(C)c(N2N=C(C(=O)NCCN3C(=O)S/C(=C\c4cccnc4)C3=O)CCC2=O)c1	-4.3	1.0	5.3	-3.1	-1.4	-6.7	0.2	0.6	6.0
Cc1cccc(NC(=O)c2cc(-c3ccc(C)c(C)c3O)n[nH]2)c1	-10.6	-15.3	4.4	9.5	-8.1	-20.1	3.6	0.1	15.4
O=C(Nc1nccs1)c1ccc(Cl)c([N+](=O)[O-])c1	-8.0	-8.6	2.4	11.5	-2.4	-14.2	2.0	0.3	28.0
O=C(NC(=S)N1CCCCC1)c1cccs1	-5.0	-4.2	1.5	9.8	1.4	0.3	-0.9	-0.5	-8.6
COc1ccccc1-c1nnc(NC(=O)c2ccc3c(c2)OCO3)s1	-6.9	-5.2	1.8	3.0	-2.4	-1.0	-3.7	0.8	22.9
Cc1ccc(OCc2cc(C(=O)NC(C)Cc3cccc(C)n3)no2)cn1 (stereo not given)	-6.7	2.4	6.3	22.6	-8.3	-2.8	-0.6	0.0	-10.1
CC(NC(=O)CNC(=O)c1ccco1)c1ccc(S(N)(=O)=O)cc1 (stereo not given)	-2.1	0.6	-3.1	15.4	-1.9	7.2	-3.2	-1.7	-14.8
CCN(CC)S(=O)(=O)c1ccc(F)c(C(=O)NCCC(C)C)c1	7.9	19.7	3.0	-7.7	9.4	9.1	2.3	0.8	1.1
CCCCCCCCCCCCCCCC[N+](C)(C)CC	-19.0	15.4	31.7	76.9*	-18.2	25.2	-1.4	17.4	79.4*
Nc1nsc2ccccc12	7.8	26.5	11.6	-3.1	6.2	-14.8	3.7	-2.9	1.1
O=C(O)c1ccccc1N=N/C(=N/Nc1cc(S(=O)(=O)O)ccc1O)c1ccccc1	0.6	-8.1	-3.0	-11.4	8.9	11.4	3.7	-3.4	-13.8
CNC(=O)c1c(NC(=O)c2ccc(N3C(=O)CCC3=O)cc2)sc2c1CCCC2	-6.1	10.0	8.1	-3.9	-2.7	-1.4	0.9	-3.1	12.8
CCCNC(=O)C1(C)CCCN(Cc2cccc(C#N)c2)C1 (stereo not given)	-0.6	16.2	1.0	0.5	7.3	·	-0.2	·	-2.2
COc1cc(OC)cc(C(=O)NCc2nc(-c3ccccc3)no2)c1	-1.3	15.8	6.6	8.7	-0.5	-0.7	-1.0	-1.7	-0.9
O=C(COC(=O)c1ccc(Cl)c(S(=O)(=O)N2CCN(c3ccc(F)cc3)CC2)c1)Nc1cccc(Cl)c1	-1.9	20.2	0.6	0.2	1.1	4.2	0.3	0.6	3.3
CCN(CC)CCNc1nc(-c2ccco2)c2c(c1C#N)CC(C)(C)OC2	4.3	16.9	13.1	-3.6	2.1	-12.6	-1.7	0.1	-4.0
CCOc1ccccc1N1CC(C(=O)NNC(=O)c2ccc(F)cc2)CC1=O (stereo not given)	-4.1	4.6	1.7	3.0	14.2	2.1	0.1	3.9	-17.6
COc1ccc2c(CC(=O)OCC(=O)Nc3ccc(S(N)(=O)=O)cc3)coc2c1	3.5	16.6	1.5	11.2	-8.5	3.6	-2.9	-1.6	9.0
Cc1ncc([N+](=O)[O-])n1CC(=O)Nc1ccc(F)c(Cl)c1	-2.6	-4.7	0.6	14.3	-1.7	-2.4	-1.8	3.8	5.8
C=CCn1c(=N)n(CC(=O)c2ccc(Br)s2)c2ccccc21	-6.0	18.0	27.0	6.1	-0.7	-52.6	-3.1	4.4	13.7
O=C(O)c1ccccc1C(=O)NCC(O)COCC1CC=CCC1 (stereo not given)	8.1	22.7	6.6	-1.8	0.7	9.8	0.7	-0.4	-12.6
Cc1nn(CCCC(=O)Nc2c(F)cc(F)cc2Br)c(C)c1[N+](=O)[O-]	4.0	-1.1	-0.1	-6.4	-2.3	5.2	0.0	-0.1	-14.8
CCCCC(=O)Nc1cc(N(C)C)nc2ccccc12	-0.5	-6.7	7.4	-0.6	3.6	-6.3	-1.8	1.1	-20.5
COc1ccc(C2/C=C\CN(C(=O)CC(C)(C)C)CC(=O)N2Cc2ccc(F)cc2)cc1 (stereo not given)	-8.2	16.8	4.7	19.6	-0.7	-5.6	-0.9	-2.3	3.4
Cc1ccc(-c2nc3ccccc3c(=O)n2CCN2CCOCC2)cc1	4.7	20.7	3.0	-10.1	3.9	1.2	1.7	0.0	10.4
CSc1cccc(NC(=O)/C=C/c2cccc(Cl)c2)c1	-9.1	-8.8	5.1	0.6	-12.1	-21.2	-3.4	0.8	38.8
Cc1cc(Cl)ccc1OCC(=O)NN1C(=O)C2C3C=CC(C3)C2C1=O (stereo not given)	-2.5	-7.2	2.5	-0.6	-8.6	-8.7	0.7	0.5	3.8
Nc1nc2ccccc2n1S(=O)(=O)c1ccccc1	-18.2	-12.0	8.8	8.5	-10.6	·	-3.1	·	-2.4
O=C(NCc1ccco1)c1ccccc1	-8.1	-9.9	7.2	8.6	4.5	-1.4	-0.9	0.6	-9.8
CC1CSc2nnc(CCc3ccccc3)n21 (stereo not given)	-6.9	2.9	1.3	-0.3	-3.7	14.1	3.4	-0.6	1.9
Cc1cccc(C)c1NC(=O)Nc1ccccc1-n1ccnc1	4.4	-2.1	3.2	-8.1	9.9	22.0	-0.4	0.0	10.2
Cc1ccc(NC(=O)CSc2nc(NS(=O)(=O)c3ccccc3)cc(=O)[nH]2)cc1	-4.9	-5.8	·	-0.9	3.8	23.2	0.4	-0.6	·
O=C(O)CSc1nnc(C2COc3ccccc3O2)n1-c1ccccc1 (stereo not given)	-10.5	16.9	12.2	11.0	0.7	10.1	1.9	-1.5	-9.4
O=C1NC(=Nc2ccc(O)cc2)S/C1=C\C=C\c1ccco1	12.5	14.8	0.6	-11.3	-3.0	6.7	-3.3	-2.1	-29.3
Cc1c(C(=O)NC2CCCCC2)oc2ccccc12	-0.4	9.6	18.4	13.2	8.8	-13.4	0.5	3.4	9.1

Reformatted with values under each structure: part of the list above.
Under each structure: CHRM5 PAM | CHO-K1 Ca PAM | TAAR1 agonist | CHRM5 antagonist | CHRM4 PAM | CRFR2-BP antag | M5 ag | CRFR2-BP ag | TAAR1 antag
COCCNC(=O)C1(C)CCCN(Cc2ccc(-c3ccccn3)cc2)C1 (stereo not given)
  2.2 | 11.6 | 6.3 | 0.4 | -4.3 | · | 0.3 | · | -11.5
Cc1cc(C(=O)Nc2cccc(C(=O)O)c2)c(C)o1
  2.1 | -11.5 | 6.3 | -3.5 | -1.9 | -3.0 | 1.6 | -1.4 | 14.4
Cc1cccc(NC(=O)c2cc(-c3ccc(C)c(C)c3O)n[nH]2)c1
  -10.6 | -15.3 | 4.4 | 9.5 | -8.1 | -20.1 | 3.6 | 0.1 | 15.4

Screening results: PubChem BioAssay, several laboratories
